14-3-3 Bad PPI: inhibitors of 14-3-3 zeta/Bad binding, primary screen, biochemical, TR-FRET, bovine 14-3-3 zeta; TR-FRET 14-3-3zeta/Dy647-pBad peptide displacement, 1 h; inhibition, % at 21.7 µM; actives 0.71% (n = 220,000);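 active means inhibition above about 70%, limit read from the data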;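 further: 0% = full 14-3-3 plus peptide FRET controls and 100% = background without 14-3-3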
Furin inh: human furin inhibitors, primary screen, biochemical, fluorescence intensity; P09958; purified furin, fluorogenic substrate cleavage; inhibition, % at 30 µM; actives 0.061% (n = 220,000); AID 463115, 2010; in the data active means inhibition above about 25%; further: inactives centre near -15
eIF4E 4G PPI: eIF4E–eIF4G protein interaction inhibitors, primary screen, biochemical, uHTS, TR-FRET, eIF4GI fragment | TR-FRET eIF4E-eIF4GI(517-606) binding, 2 h | Eukaryotic translation initiation factor 4E (Mus musculus) + Eukaryotic translation … | AID 782, 2007 | actives 0.37% (n = 220,000) | inhibition, % at 21.7 µM;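 further: 0% = full FRET control wells and 100% = background wells lacking eIF4GI fragment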
Thrombin inh: human alpha-thrombin inhibitors, primary screen, counter-screen for coagulation protease inhibitor project, biochemical, 1536-well, fluorogenic AMC substrate; Prothrombin (Homo sapiens), P00734; Boc-VPR-AMC fluorogenic substrate cleavage; inhibition, % at 5 µM; actives 0.26% (n = 220,000);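 active means inhibition at or above 40%; inactive means inhibition below 40%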;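 further: 0% = enzyme with no compound and 100% = wells without enzyme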
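System: Human alpha-thrombin protein | Medium: pH 7.5 Tris (50 mM) with NaCl 150 mM, Tween 20 0.05% | Times: Enzyme reaction carried out at room temperature | Detection: AMC fluorescence, 355/460 nm | Evaluation: Percent inhibition scaled between no-compound controls and no-enzyme blanks | Benchmarks: Enzyme without compound as high, wells lacking enzyme as low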
KCC2 mod: KCC2 cotransporter modulators, thallium flux, primary screen, cell-based, HEK293 KCC2, FluoZin-2 fluorescence, MLSMR; B-score of Tl+ flux slope (higher = more flux/activation; lower = inhibition) at 10 µM; Solute carrier family 12 member 5 (Homo sapiens), Q9H2X9; KCC2 cells, thallium flux FluoZin-2 fluorescence; actives 2.2% (n = 190,000);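 active means thallium flux slope and its plate-corrected score both differing from the plate sample mean at a set confidence after two filtering rounds, in either direction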;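 further: slope of fluorescence scaled to starting intensity during 10 to 20 s after thallium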
Target sequence (Q9H2X9 whole entry, looked up): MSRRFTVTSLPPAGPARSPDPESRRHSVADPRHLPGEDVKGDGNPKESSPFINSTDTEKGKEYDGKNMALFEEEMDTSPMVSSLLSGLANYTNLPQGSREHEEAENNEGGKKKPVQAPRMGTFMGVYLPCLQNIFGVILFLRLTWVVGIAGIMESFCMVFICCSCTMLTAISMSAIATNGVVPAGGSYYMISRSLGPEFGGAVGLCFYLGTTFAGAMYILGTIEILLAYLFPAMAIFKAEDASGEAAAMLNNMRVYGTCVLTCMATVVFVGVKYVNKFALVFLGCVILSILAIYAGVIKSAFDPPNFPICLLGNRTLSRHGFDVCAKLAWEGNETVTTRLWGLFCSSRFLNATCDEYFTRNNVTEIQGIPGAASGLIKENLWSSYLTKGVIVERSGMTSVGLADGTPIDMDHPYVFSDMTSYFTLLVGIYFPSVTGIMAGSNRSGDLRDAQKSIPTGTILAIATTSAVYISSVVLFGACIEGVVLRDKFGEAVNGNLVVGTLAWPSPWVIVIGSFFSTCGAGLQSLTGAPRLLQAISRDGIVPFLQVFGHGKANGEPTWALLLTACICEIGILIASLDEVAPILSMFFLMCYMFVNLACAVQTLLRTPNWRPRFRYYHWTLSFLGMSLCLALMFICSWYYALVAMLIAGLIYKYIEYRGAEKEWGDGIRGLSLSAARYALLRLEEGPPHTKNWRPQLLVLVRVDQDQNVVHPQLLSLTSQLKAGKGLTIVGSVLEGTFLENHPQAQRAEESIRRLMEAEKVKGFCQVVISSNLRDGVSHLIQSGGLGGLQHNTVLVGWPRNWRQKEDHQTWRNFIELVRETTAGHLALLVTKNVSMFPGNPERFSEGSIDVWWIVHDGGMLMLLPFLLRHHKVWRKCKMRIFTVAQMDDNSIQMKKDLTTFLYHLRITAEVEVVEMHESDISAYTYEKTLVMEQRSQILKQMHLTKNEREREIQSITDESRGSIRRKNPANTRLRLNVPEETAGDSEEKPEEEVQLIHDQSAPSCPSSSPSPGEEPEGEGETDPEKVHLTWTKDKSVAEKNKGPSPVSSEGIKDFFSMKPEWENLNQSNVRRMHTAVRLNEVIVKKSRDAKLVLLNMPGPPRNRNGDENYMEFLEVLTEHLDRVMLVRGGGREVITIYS
p47phox inh: p47phox/p22phox peptide binding inhibitors, primary screen, biochemical, uHTS, NADPH oxidase regulatory subunit; fluorescence polarization, 2 h; AID 1274, 2008; Neutrophil cytosol factor 1 (Homo sapiens), P14598; inhibition, % at 24.7 µM; actives 0.53% (n = 220,000);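 further: 0% = p47phox with labelled peptide and 100% = labelled peptide alone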
hK5 inh: human KLK5 protease inhibitors, primary screen, biochemical, 1536-well. recombinant hK5, fluorogenic AMC substrate cleavage. actives 0.59% (n = 210,000). inhibition, % at 5 µM. AID 873, 2007;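 active means inhibition of 40% or more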;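 further: 0% = enzyme controls without compound and 100% = no-enzyme blanks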
Rad51 HR inh: human RAD51 strand exchange inhibitors, primary screen, biochemical, fluorescence | actives 0.085% (n = 200,000) | inhibition, % at 10 µM | hRad51 DNA strand exchange, fluorescence dequenching;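 active means inhibition above 40% at the single screening dose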;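 further: 0% = DMSO control wells and 100% = blanks with heterologous ssDNA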
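System: human Rad51 nucleoprotein filaments preassembled on unlabelled ssDNA. Reagent: labelled 47-mer dsDNA for strand exchange. Schedule: 30-min compound preincubation and 15-min exchange, both room temperature. Measured by: FRET fluorescence dequenching, excitation 485 nm, emission 520 nm. Read-out: Fluorescence-based percent inhibition, control- and blank-normalised. Benchmarks: plate controls and plate blanks.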
EBV gp42 inh: Epstein-Barr virus gp42 inhibitors, primary screen, biochemical, uHTS, fluorescence polarization; Fluorescence polarization binding assay, mP read-out; Glycoprotein 42 (Epstein-Barr virus (strain AG876)), Q1HVG2; inhibition, % (tested at 21.74 µM); actives 0.42% (n = 220,000); in the data active means inhibition above about 50%
* marks the source's active call; other numbers are inactive results; . = not tested or not shown; [ ] = another dose, or the depositor's remark.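 How the source made its calls, unless noted: active means inhibition above about 30% (limit read from the data); inactive means the rest.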 Outcome played no part in choosing rows; about 4.7% have a hit in one of these screens.

SMILES	14-3-3 Bad PPI	Furin inh	eIF4E 4G PPI	Thrombin inh	KCC2 mod	p47phox inh	hK5 inh	Rad51 HR inh	EBV gp42 inh
CCCN1CCN(CCCNC(=S)Nc2ccc(F)cc2)CC1	-8	-15	4	0	1.3	-7	17	4	-11
COc1ccc(CCNC(=O)C(C)Sc2ccccc2)cc1OC (stereo not drawn)	-6	-12[20 µM]	0	-4	.	-19	-17	-7	6
CCOC(=O)c1cc(C)n(CCc2ccccc2)c1C	-1	-2[20 µM]	10	-2	0.069	-7	2	-1	-3
Cc1ccccc1OCC(O)CN1CCCCC1 (stereo not drawn)	-7	-11	7	-6	-1.2	-6	-3	4	-19
CCN(CC)CC(O)c1cccn1-c1ccc(CNC(=O)NC(C)C)cc1 (stereo not drawn)	-5	-21	0	-9	0.71	-6	.	6	-13
CC(=O)c1cnc(Nc2nc(C)c3cc(C)c(C)cc3n2)nc1C	-6	-19[20 µM]	-4	-5	0.64	-7	-4	3	-12
O=C(NC1CCCCC1)N1CCN(C(c2ccccc2)c2ccccc2)CC1	-6	-17[20 µM]	4	1	1.1	1	-1	4	7
O=c1[nH]oc2cc(Cl)ccc12	-1	-12	0	-6	0.38	-5	-5	5	-2
Nc1nonc1C(=O)N/N=C/c1ccc(-c2cccc(C(=O)O)c2)o1	-7	-3	-1	1	-0.12	-3	-3	4	19
COc1ccc2nc(NC(=O)/C=C/c3ccc4c(c3)OCO4)sc2c1	49	-4	13	-11	-0.15	4	-22	.	16
Cc1ccc(C)c(S(=O)(=O)NCCOc2nc(NC(C)C)nc(NC(C)C)n2)c1	10	-9[20 µM]	0	-8	0.24	-12	-6	-8	-18
Cc1nn2c(N3CCN(C(=O)c4ccco4)CC3)cc(C(C)(C)C)nc2c1-c1ccc(Cl)cc1	29[fluorescence artefact?]	-37	5[fluorescence artefact?]	-1	0.31	-3	-30	2	-8
COc1cccc2cc(C(=O)N3CCN(c4ccccn4)CC3)c(=O)oc12	11	-11[20 µM]	-5	0	-0.056	-8	16	6	19
Cc1ccc(S(=O)(=O)NCc2nc3ccccc3c(=O)n2N)cc1	1	-4[20 µM]	3	-7	-2	-17	-1	2	-11
O=C(O)CCCCCNC(=O)c1ccc(Br)cc1	44	-3[20 µM]	2	4	-0.18	-2	-12	-6	-24
Cc1cc2c(cc1C)C(c1cccc([N+](=O)[O-])c1)CC(=O)N2 (stereo not drawn)	-19	-2	-4	0	0.16	-5	-19	-5	-18
O=C(O)c1ccc(CNCc2c(Cl)cccc2Cl)cc1	6	-11[20 µM]	0	-2	.	1	-22	1	-10
CC1=NOC(=O)/C1=C/c1ccc2c(c1)OCO2	-3	-20	1	-14	1.7	10	0	3	2
COc1ccc(CCNC(=O)COc2ncnc3cc([N+](=O)[O-])ccc23)cc1	10	-3	4[fluorescence artefact?]	-3	0.051	-2	-7	5	-15
Nc1ccc(C(=O)N/N=C/c2ccccc2)cc1	2	-17	-4	5	-0.14	-8	5	-4	-13
Cc1ccccc1OCC(=O)Nc1ccc(Cc2ccncc2)cc1	-25[fluorescence artefact?]	-25	3	0	-2.2	-8	-19	4	-11
COc1ccc(NC(=O)CCCSc2ccccc2)cc1	-2	-17	2	-5	0.32	-4	-1	1	-33
Cc1cccc(-c2cnn(-c3cccc([N+](=O)[O-])c3)c2N)c1	2	-15	3	-1	-0.73	-7	5	1	-1
N#Cc1ccc(CSc2nnc(COc3ccccc3)n2-c2ccccc2)cc1	3	-8[20 µM]	0	-2	.	3	-13	7	-11
CC1(C)Cc2c(sc3nc(SCC(=O)O)[nH]c(=O)c23)CO1	5	-17	-1	-2	0.48	-3	1	2	10
Cn1c(=O)c2c(nc(NCCCO)n2Cc2cccc(Br)c2)n(C)c1=O	-6[fluorescence artefact?]	-22[20 µM]	-11[fluorescence artefact?]	-4	-1.4	-8	-5	5	-10
Cc1ccc(Nc2c(-c3ccccc3)nc3cnccn23)cc1	1	-18	2	-8	1	-3	-3	-5	-1
CCC(=O)/C=C1/Sc2ccccc2N1CC	10	-12[20 µM]	-1	-4	0.67	-2	-7	5	-6
COc1ccc2cnn(-c3ccc(C)cc3)c(=O)c2c1OC	-7	-18[20 µM]	3	4	1.1	-12	-17	0	-24
COc1ccc(-n2c(SC)nc(O)c(Cc3ccccc3)c2=O)cc1	39	-22[20 µM]	-8	-5	.	-5	-8	-2	-3
CN(CC(=O)Nc1ccc(F)cc1)C(=O)COc1ccc(C(=O)c2ccccc2)cc1	3	-13	4	-6	0.19	-20	-3	-2	-23
CC(C)OC(=O)CSc1nnc(CNc2ccc(Cl)cc2)n1C	-6	-15	-3	-5	.	0	-1	-1	5
CCOc1cc(NC(=O)c2ccccc2[N+](=O)[O-])c(OCC)cc1NC(=O)CC(C)C	-3	-18[20 µM]	-11	2	-1.8	-9	-3	3	-9
Cn1nc(-c2ccc(C(=O)O)cc2)c2ccccc2c1=O	6	-20[20 µM]	0	2	0.31	-4	-4	0	-6
CC(=O)c1c(COC(=O)c2ccncc2)nc2ccccc2[n+]1[O-]	-13	-12	19	6	.	1	-15	-2	-19
CC(CCc1ccccc1)NC(=O)c1ccccc1 (stereo not drawn)	-2	-10[20 µM]	-1[fluorescence artefact?]	-6	.	-1	-5	10	-1
Brc1ccc(COn2ccnc2)cc1	-8	-18	5	1	-2.4	-5	.	-31	-4
C/C(=N\OC(=O)C1CC1)C1CC1c1ccc(F)cc1 (stereo not drawn)	-3	-13	-1	31	0.15	-4	52*	-15	-10
CC(C)(C)c1csc(NC(=O)c2ccncc2)n1	-3	-9	3	-5	0.054	-22	-7	-4	-21
Cn1c(=O)c([N+](=O)[O-])c(-n2cnc3ccccc32)c2ccccc21	0	-10	-5	-5	-0.4	0	-2	.	4
O=C(CCOc1ccccc1F)N1CCN(c2ccccc2O)CC1	-3	-3	-2	3	-1.2	-7	-12	-6	-1
Cc1cc(=O)[nH]c(N/N=C/c2ccco2)n1	.	-17[20 µM]	.	3	.	-1	-10	.	-23
O=C(Nc1cccnc1)c1ccc(Cl)c(S(=O)(=O)N2CCCCCC2)c1	6	-14	4	5	-1	-6	-1	-2	-12
Cc1cc(C)nc(SCCn2c(N(C)Cc3ccccc3)nc3c2c(=O)n(C)c(=O)n3C)n1	-2	7[20 µM]	1[fluorescence artefact?]	4	0.055	-12	-7	0	-8
CC1(C)Cc2c(c(N3CCOCC3)nc3snc(N)c23)CO1	1	-21	3	1	0.77	-8	5	0	-17
O=c1[nH]c(NCCCO)nc2c1C1(CCCC1)Cc1ccccc1-2	.	-46	.	-8	-1.4	-14	-186	-6	-7
O=C(C1CCCCC1)N1CCN(S(=O)(=O)c2ccc(Cl)cc2)CC1	1	-20	0	1	-0.52	-14	-4	0	-16
Fc1ccc(NC(=S)NCCc2ccccn2)cc1	-6	-3	3	-7	1	-8	-4	-3	-5
Cc1sc2ncnc(OCC(=O)NC(C)C)c2c1C	2	-3[20 µM]	4	5	0.34	-1	-4	2	-27
O=C(NCC1CCCN(C(=O)NCc2ccccc2)C1)c1ccc2c(c1)OCO2 (stereo not drawn)	7	-11	-2	-10	0.15	-9	2	11	-4
COc1ccc(C(=O)Oc2cc3c4c(c2)C(C)=CC(C)(C)N4C(=O)C3=O)cc1OC	3	-16	8[fluorescence artefact?]	0	-0.16	-7	-9	1	4
Cc1[nH]c2ccccc2c1C(=O)CSc1nccc(=O)[nH]1	2	-10	1	-3	-0.94	-9	-3	-4	-20
Cc1ccc(NC(=O)N(CCC#N)Cc2ccccc2)cc1	-2	-4	6	-2	0.7	-6	-7	11	-14
Fc1ccc(Cn2cc(C(=S)N3CCOCC3)c3ccccc32)cc1	-1	-8	-6	-3	-1	-9	4	9	4
Cc1occc1-c1nnc(SCC(N)=O)o1	-15	-15	-4	2	0.32	3	-6	-67	-5
CSc1ncccc1C(=O)OCC(=O)N(C)C	-17	-34	2	-8	0.31	-10	7	19	-3
O=C(Nc1ccccc1)c1ccc[n+](Cc2ccc([N+](=O)[O-])cc2)c1	0	-25	4	-3	0.38	-9	-3	0	-6
CC(C)CN(C(=O)CSc1nnnn1-c1ccccc1)c1c(N)n(CC(C)C)c(=O)[nH]c1=O	-15	-33	1	-3	0.54	1	-6	7	10
COCc1cc(=O)[nH]c2cc(NC(=O)C(F)(F)F)c(C)cc12	.	-14[20 µM]	.	-3	.	8	-4	-7	6
O=C(COc1ccccc1)NCc1ccccc1	-12	-15[20 µM]	-8	1	0.86	-13	-17	3	-22

Next part
SMILES	14-3-3 Bad PPI	Furin inh	eIF4E 4G PPI	Thrombin inh	KCC2 mod	p47phox inh	hK5 inh	Rad51 HR inh	EBV gp42 inh
O=C(CS(=O)(=O)Cc1ccccc1)Nc1nnc(C2CCCCC2)s1	0	-10	-2	-5	.	-5	0	-3	-1
NS(=O)(=O)c1cccc(NC(=O)CSc2nc3nc(-c4cccs4)cc(C(F)(F)F)c3c(=O)[nH]2)c1	0	-56	7	-1	-0.042	-35	-6	1	-1
CC(C)CCOP(=O)(c1ccc(N(C)C)cc1)C(O)c1ccccn1 (stereo not drawn)	-1[fluorescence artefact?]	-2	0[fluorescence artefact?]	-1	.	-7	2	0	-13
O=S(=O)(c1ccc(S(=O)(=O)N(Cc2ccco2)Cc2ccccc2Cl)cc1)N1CCCC1	6	-20[20 µM]	12	1	-0.23	-14	-6	3	43
Cc1ccc(/C=C2\SC(N3CCCC3)=NC2=O)cc1	-2	5	1	26	-1.2	-5	22	21	-10
Cc1cc(=O)[nH]c2c1c(C)nn2C1CCCC1	0	-21[20 µM]	-1	3	0.076	-9	54*	.	4
COc1ccc(NC(=O)/C(=C\c2ccc(OS(=O)(=O)c3ccc(C)cc3)cc2)NC(=O)c2ccccc2)cc1	5	0[20 µM]	-23	3	-0.62	-4	-2	-4	-8
CN1CCc2nc(NC(=O)c3cccc(S(=O)(=O)N4CCc5ccccc54)c3)sc2C1	-5[fluorescence artefact?]	-9	-49[fluorescence artefact?]	-5	.	-117	-3	0	-38

Structures from the list above that have a CF3 group, in the order listed:
SMILES	14-3-3 Bad PPI	Furin inh	eIF4E 4G PPI	Thrombin inh	KCC2 mod	p47phox inh	hK5 inh	Rad51 HR inh	EBV gp42 inh
COCc1cc(=O)[nH]c2cc(NC(=O)C(F)(F)F)c(C)cc12	.	-14[20 µM]	.	-3	.	8	-4	-7	6
NS(=O)(=O)c1cccc(NC(=O)CSc2nc3nc(-c4cccs4)cc(C(F)(F)F)c3c(=O)[nH]2)c1	0	-56	7	-1	-0.042	-35	-6	1	-1
